# Giardia FBPA inh: blocks Giardia fructose-bisphosphate aldolase activity. A8B2U2. purified Giardia FBPA. Potency, µM (titrated, usually from 59.6 µM), inactives show at the top dose activity, negative = inhibition, hits mostly inhibitors. 290,000 compounds, 0.71% hits. AID 2451; also: potency is read from the fitted curve at half-maximal effect; % is scaled to controls: 0 for no effect and ±100 for the full control effect; nearly all actives have a fitted effect of over 55% in size
# Target sequence (A8B2U2 whole entry, looked up): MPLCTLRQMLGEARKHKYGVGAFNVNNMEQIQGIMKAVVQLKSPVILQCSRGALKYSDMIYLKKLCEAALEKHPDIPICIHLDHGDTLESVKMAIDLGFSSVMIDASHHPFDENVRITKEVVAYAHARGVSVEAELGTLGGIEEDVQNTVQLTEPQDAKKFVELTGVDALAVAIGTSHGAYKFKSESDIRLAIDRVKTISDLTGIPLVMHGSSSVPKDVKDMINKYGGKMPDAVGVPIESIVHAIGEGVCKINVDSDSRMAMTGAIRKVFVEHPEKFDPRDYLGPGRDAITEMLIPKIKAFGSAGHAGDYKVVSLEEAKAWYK
#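 Giardia FBPA (40 nM reagent) was preincubated 10 min at RT with compound (up to 57.5 uM final), then substrate plus GAPDH/TPI/NAD/arsenate coupling system with diaphorase/resazurin was added; resorufin fluorescence (525/598 nm) was read after 20 min.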
# CHX counter: counter-screen for Shiga toxin inhibitors: cycloheximide protein synthesis inhibition | cell reporter, cycloheximide protein synthesis inhibition counterscreen | max response, % | 300,000 compounds, 12% hits; in the data active = max response mostly above about 13%, no sharp cut-off; inactive = mostly below about 14%; also: read at 38.3 µM for the half of the compounds with a filed dose; 0% is about no effect
# HCMV inh: inhibitors of human cytomegalovirus | HFF cells, HCMV-luciferase reporter, 72 h; active compounds read low | activity change, negative = inhibition, % at 57.5 µM | 410,000 compounds, 4.5% hits; in the data active = activity change below about -60%; inconclusive = no clear call, values can overlap the other calls; inactive = above about -39%; also: % is scaled to controls: 0 for no effect and ±100 for the full control effect
#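 Two compound doses tested in HFFs infected with HCMV-luciferase, MOI 1 PFU/cell, 72 h at 37C. Lysate luminescence read with OneGlo; data normalized against buffer-only and 10uM Salinomycin inhibitor controls.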
# AmpC inh no detg: blocks E. coli AmpC beta-lactamase in detergent-free assay. 330,000 compounds, 0.52% hits. P00811. AmpC nitrocefin hydrolysis, absorbance 480 nm, 0.0001% Triton. Potency, µM (top dose mostly 57.1 µM), without a hit: at the top dose activity change, negative = inhibition, hits mostly inhibitors;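 also: potency is read from the fitted curve at half-maximal effect; plate controls were no compound for no effect and no enzyme for full effect; nearly all actives have a fitted effect of over 20% in size; some results filed as inactive show a strong effect at the top dose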
# Target sequence (P00811 whole entry, looked up): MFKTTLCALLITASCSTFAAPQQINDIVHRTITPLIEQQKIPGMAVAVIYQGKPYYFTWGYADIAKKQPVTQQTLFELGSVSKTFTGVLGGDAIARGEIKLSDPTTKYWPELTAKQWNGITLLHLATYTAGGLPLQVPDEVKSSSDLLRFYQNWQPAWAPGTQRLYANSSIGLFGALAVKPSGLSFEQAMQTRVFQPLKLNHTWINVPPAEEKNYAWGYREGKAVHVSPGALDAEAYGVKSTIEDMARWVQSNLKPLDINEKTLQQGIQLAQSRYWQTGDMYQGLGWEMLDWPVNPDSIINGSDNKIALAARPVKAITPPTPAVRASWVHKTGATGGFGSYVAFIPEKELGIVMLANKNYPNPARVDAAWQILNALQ
#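 AmpC (5.3 nM in the dispensed reagent) in 20 mM phosphate pH 7.0 with 0.01% (detergent screen) or 0.0001% Triton X-100 was preincubated with compounds for 15 min at room temperature. Nitrocefin was then added from an 800 uM solution, and hydrolysis was followed at 480 nm.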
# Shiga toxin inh: Shiga toxin inhibition. inhibition, % at 38.7 µM. 290,000 compounds, 9.2% hits. Vero cells, Shiga toxin protein synthesis inhibition reporter; in the data active = inhibition mostly above about 28%, no sharp cut-off; inactive = mostly below about 43%; also: 0% is about no effect
# AmpC inh detg: inhibitors of E. coli AmpC beta-lactamase with detergent. P00811. AmpC hydrolysis of nitrocefin, absorbance 480 nm, 0.01% Triton. Potency, µM (series often up to 114 µM), inactives show at the top dose activity change, negative = inhibition, actives largely listed as inhibitors. 370,000 compounds, 0.041% hits;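 also: potency is read from the fitted curve at half-maximal effect; 0% = no-compound wells and -100% = no-enzyme wells; nearly all actives have a fitted effect of over 25% in size; some results filed as inactive show a strong effect at the top dose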
#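 AmpC (5.3 nM in the dispensed reagent) in 20 mM phosphate pH 7.0 with 0.01% (detergent screen) or 0.0001% Triton X-100 was preincubated with compounds for 15 min at room temperature. Nitrocefin was then added from an 800 uM solution, and hydrolysis was followed at 480 nm.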
# AMA1-RON2 inh: AMA1-RON2 (P. falciparum) interaction inhibition; AlphaScreen AMA1-biotinylated RON2 peptide binding; Potency, µM (top dose mostly 58.2 µM), without a hit: top-dose activity change, negative = inhibition, usual class: inhibitors; 360,000 compounds, 0.2% hits;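 also: potency is read from the fitted curve at half-maximal effect; 0% = vehicle wells and -100% = peptide control; nearly all actives have a fitted effect of over 45% in size; some results filed as inactive show a strong effect at the top dose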
#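 AMA1 (3D7) with his tag at 25 nM final met compounds first, then biotinylated RON2 peptide at 25 nM; detection used donor plus acceptor beads, 10 µg/mL apiece, read by AlphaScreen after 30 min at room temperature.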
# Active calls of the source: *; ? = inconclusive; · = no result given; + = active, no number; & = joins results of further samples; [ ] = another dose, or the depositor's remark. Unless noted, calls follow the shape of the dose curve; as a rule, active = well fitted curve in the direction sought with a large enough effect; inconclusive = small, poorly fitted or top-dose-only effect, or another doubt; inactive = no such curve, though single readings can be large; an effect the other way counts as inactive or inconclusive. The order is random (roughly 16% active in at least one column).
SMILES,Giardia FBPA inh,CHX counter,HCMV inh,AmpC inh no detg,Shiga toxin inh,AmpC inh detg,AMA1-RON2 inh
O=C(CN1CCCCCCC1)Nc1cc(Cl)cc(Cl)c1,-1.2%,-1.3,8.2,-31.7%,4.2,-17.7%,20.3%
COc1ccc(C(=O)N(C)Cc2ccccc2F)cc1S(=O)(=O)N1CCCC1,·,·,-28.6,11.9%,·,-0.5%,-9.8%
Cc1[nH]nc2c1C(c1ccccn1)N(c1ccc(Br)cc1)C2=O (stereo unspecified),3.0%,-5.2,-66.1*,-29.2%,-21.8,-7.6%,2.4%
Cc1cccc(NC(=O)COC(=O)CCc2c[nH]c3ccccc23)c1C,·,·,-24.9,-29.3%,·,-4.8%,2.3%
CC(=NCc1ccco1)c1c(O)n(-c2ccccc2)c(=O)[nH]c1=O,·,-0.6,3.5,-18.8%,58.1,8.8%,15.4%
O=C(Nc1ccc(S(=O)(=O)N2CCCC2)cc1)N1c2ccccc2Sc2ccccc21,-2.2%,-2.3,33.4,-33.4%,-2.4,0.9%,-8.1%
CCCCN(C(=O)c1ccc2c(c1)OCO2)c1c(N)n(CC(C)C)c(=O)[nH]c1=O,·,·,?,-1.6%,·,7.8%,-2.7%
Cc1nc2ccccc2n1CC(=O)N1CC(=O)Nc2ccccc21,6.2%,-2.2,-21.1,-23.8%,-15.3,?,33.7%[activator]
COc1ccc(NC(=O)c2cccc(NC(=O)C3C4CC5OC(=O)C3C5C4)c2)c(OC)c1 (stereo unspecified),-1.4%,-1.6,13.7,-28.2%,-9.0,2.6%,3.1%
CCCCC(=O)Nc1nc(C)c(-c2csc(Nc3cc(Cl)ccc3OC)n2)s1,4.9%,2.8,34.3,-19.8%,52.4,-7.2%,34.7%[activator]
CCC(=O)N(CCC(c1ccco1)c1ccccc1OC)Cc1cccs1 (stereo unspecified),-1.1%,-8.8,3.7,36.2%,-18.5,-1.5%,-17.2%
COc1ccccc1N1CCN(CC(=O)Nc2ccccc2C(=O)NCCc2ccccc2)CC1,·,·,-0.4,154.0%[activator],·,-4.3%,-4.8%
CN1CCN(c2nc3c(c(=O)[nH]c(=O)n3C)n2CCSc2nnnn2-c2ccccc2)CC1,-2.4%,1.3,20.2,-12.1%,16.1,3.7%,-4.6%
Cc1cccc(N2CCN(C(=O)CCNS(=O)(=O)c3ccc4c(c3)CCC(=O)N4)CC2)c1C,-11.6%,-3.1,?,60.0%,11.7,-2.0%,-5.0%
CCOC(=O)c1sc(NC(=O)COC(=O)Cn2cnc3ccccc32)c(C(=O)OCC)c1C,-0.2%,4.5,-28.0,29.4%,-1.9,-1.0%,-12.7%
O=C(CCCN1C(=O)c2cccnc2C1=O)Nc1ccccc1F,1.5%,0.9,?,0.3%,-12.1,-3.1%,10.1%
O=C(OCn1ncc(Cl)c(Cl)c1=O)c1ccccc1Cl,4.2%,-7.8,-103.2*,-19.7%,-10.4,?,-9.2%
O=C(NC(NC(=S)Nc1ccccc1)C(Cl)(Cl)Cl)c1cccc(Cl)c1 (stereo unspecified),0.2%,10.5,-78.5*,-44.8%,16.1,-3.4%,-3.3%
O=C(/C=C/c1ccc(S(=O)(=O)NCc2ccco2)cc1)N1CCN(c2ccccc2)CC1,-3.7%,4.2,?,-26.0%,66.2*,2.8%,-1.4%
O=C(O)c1ccc(N/N=C/c2ccc3c(c2)OCO3)cc1,16.2%,-10.6,-72.5*,-23.3%,-41.0,-3.8%,1.1%
C=CCOc1cccc(C2C(C(=O)c3ccc(C)o3)=C(O)C(=O)N2CCN(C)C)c1 (stereo unspecified),-5.6%,-2.0,-22.3,-5.1%,-8.1,?,17.2%
Cc1cc(OCc2cc(C(=O)NC(C)c3c(C)nn(C)c3C)no2)cc(C)c1Cl (stereo unspecified),·,41.0*,?,177.4%[activator],111.3*,?,-2.3%
Oc1ccc(Cl)cc1CNCC1CCCCC1,·,·,22.5,-28.6%,·,-9.5%,0.0%
CCCC(=O)Nc1nn(CCC)c2nc3ccccc3cc12,-4.1%,4.7,18.9,13.1%,10.8,-15.4%,59.8%[activator]
Cc1ccc(NC(=O)Cn2cnc3cc([N+](=O)[O-])ccc3c2=O)c(Cl)c1,-2.0%,0.8,1.9,-17.0%,-5.2,1.8%,0.1%
# New compounds follow:
SMILES,Giardia FBPA inh,CHX counter,HCMV inh,AmpC inh no detg,Shiga toxin inh,AmpC inh detg,AMA1-RON2 inh
Cc1nc(SCC(=O)Nc2ccc(F)cc2)c2oc3ccccc3c2n1,11.4%,-2.6,-24.7,-16.7%,-6.6,-6.0%,2.0%
CC(=O)c1cccc(NC(=O)CSc2ccc(-c3ccccn3)nn2)c1,23.3%,7.5,9.9,-10.6%,16.8,-2.8%,?
Cn1c(=O)c2c(nc(NCc3ccco3)n2CCc2ccccc2)n(C)c1=O,-14.2%,-7.7,?,-1.6%,0.9,?,-21.4%
Cc1cc(C)cc(NC(=S)N(C)C)c1,-4.4%,0.9,17.5,-15.7%,-7.9,-1.7%,-6.3%
CC1CCN(C(=O)c2cc3c(ccc4ccccc43)o2)CC1,·,19.8*,0.1,-14.7%,76.7*,-16.4%,-0.9%
CCC(=NCc1cccnc1)c1c(O)n(-c2ccccc2)c(=O)[nH]c1=O,3.0%,6.3,28.8,0.5%,-12.9,-4.6%,-4.1%
CN(C)C(=O)COC(=O)/C=C/c1cn(-c2ccccc2)nc1-c1cccs1,-1.4%,5.2,-14.0,6.6%[11.4 µM],13.2,-13.3%,-10.1%
C[C@H](CO)N1C[C@H](C)[C@@H](CN(C)S(=O)(=O)c2ccc(F)cc2)Oc2c(NC(=O)CCC(F)(F)F)cccc2C1=O,·,·,-4.3,171.9%[activator],·,·,-6.1%
Cc1cccc(OCC(=O)Nc2ccccc2N2CCCC2)c1C,·,·,-34.3,-23.2%,·,-21.2%,?
CC(C)CNC(=O)Cn1nc(C(F)(F)F)c2c1CCCC2,3.9%,-5.3,4.3,1.2%,5.5,3.6%,-9.1%
S=c1[nH]nc(Cc2n[nH]c(=S)n2-c2ccccc2)n1-c1ccccc1,-18.2%,-4.9,?,-22.9%,-10.4,?,84.6%[activator]
Cc1ccc(CNC(=O)CCSCc2ccc(C)cc2)cc1,1.7%,-1.7,-9.9,-8.6%,-5.8,?,0.7%
COc1ccc(N2CCN(C(CNC(=O)C3CCCCC3)c3ccco3)CC2)cc1 (stereo unspecified),·,·,-9.7,34.4%,·,0.0%,-13.5%
CC1=CC(C)(C)Nc2cc(C)c(C)cc21,-20.9%,1.0,36.2,-5.4%,20.6,0.0%,-29.6%
CC(OC(=O)c1cccnc1Cl)C(=O)Nc1ccc2c(c1)OCO2 (stereo unspecified),·,·,-21.0,-16.9%,·,·,-5.7%
O=[N+]([O-])c1ccc(/C=N/N2CCN(Cc3ccccc3)CC2)cc1,5.6%,-2.4,-13.3,-12.0%,9.9,-1.5%,25.1µM*
COc1cccc(NC(=O)CNC(=O)c2ccc(C)cc2)c1,-0.1%,6.0,-22.9,-12.7%,4.1,1.9%,-4.9%
COCc1cc(C)nc(SCC(=O)Oc2ccc(Cl)cc2)c1C#N,-11.8%,3.6,-10.9,2.7%,15.9,-7.1%,56.9%[activator]
O=c1c2ccccc2c(C=Nc2ccc(O)cc2)c(O)n1-c1nccs1,-5.8%,-2.7,·,-51.9%,3.3,13.9%,2.1%
COCCCNc1nc2nonc2nc1N1CCN(C2CCCC2)CC1,2.8%,-1.9,15.2,-17.1%,-1.5,6.5%,-3.2%
CCn1c(=O)n(CC)c2cc(S(=O)(=O)N3CCOCC3)ccc21,-0.6%,-3.6,65.4,-20.5%,-5.1,?,-0.2%
COCc1c(C(=O)Nc2ccc3nc(N4CCOCC4)sc3c2)oc2ccccc12,·,·,-12.5,138.5%[activator],·,2.6%,13.7%
COc1cc2c(c(OC)c1OC)-c1ccc(NC(=O)c3ccc(F)cc3)c(=O)cc1[C@@H](NC(C)=O)CC2,-8.8%,3.5,-22.4,234.2%[activator],5.5,-1.3%,-10.9%
COc1ccccc1NC(=O)CSc1nnnn1C1CCCCC1,·,-5.1,-29.1,-7.0%,0.7,1.7%,-4.6%
CCOc1ccccc1C(=O)NC1CCN(Cc2ccccc2)CC1,13.4%,-1.4,-32.3,-18.6%,·,-11.3%,1.3%
# Following part.
SMILES,Giardia FBPA inh,CHX counter,HCMV inh,AmpC inh no detg,Shiga toxin inh,AmpC inh detg,AMA1-RON2 inh
COc1cc2c(cc1OC)CN(C(=O)c1cccc(S(=O)(=O)N(C)C)c1)CC2,5.4%,-2.7,45.2,35.2%,-20.4,-0.7%,-2.3%
C=CC[C@@H](C)CC(=O)C(CCCN=[N+]=[N-])SOOc1ccccc1 (stereo partly specified),·,·,-24.4,-16.0%,·,-0.1%,21.2%
C=CCOc1ccc(Br)cc1/C=C1\NC(=S)N(C(C)=O)C1=O,-18.1%,-2.4,-18.5,-49.3%,·,?,42.0%[activator]
Nc1c(C(=O)OCC2CCCO2)c2nc3ccccc3nc2n1Cc1cccs1 (stereo unspecified),-28.5%,10.2,-16.5,73.7%,-3.2,9.1%,9.3%
CCC(C(=O)NCCCN(CC)Cc1ccccc1)n1nc(C)c2sc3ccccc3c2c1=O (stereo unspecified),0.0%,2.7,?,125.1%[activator],-2.2,2.3%,-1.3%
COc1ccc(C(=O)c2cnc(/N=C/N(C)C)s2)cc1,1.5%,41.8*,27.2,-11.7%,+,-6.3%,-5.9%
Cc1[nH]c(=O)c(C#N)cc1-c1csc(-c2ccccc2)n1,17.9%,-2.8,10.4,-14.4%,-8.0,-14.5%,7.2%
CC(C(=O)OCc1nnc(-c2ccccc2)o1)N1C(=O)c2ccccc2C1=O (stereo unspecified),9.9%,31.6*,47.5,2.3%,91.8*,0.8%,20.7%
COc1ccc(C2/C=C\CN(C(=O)NC(C)C)CC(=O)N2Cc2ccc(F)cc2)cc1 (stereo unspecified),5.6%&2.2%,2.0&-3.0,16.8,107.8%[activator],-8.2&3.8,2.0%,11.9%
CCCCNCc1cc(OCC)c(OCC(N)=O)cc1Br,5.8%,-6.1,2.2,-17.6%,-14.3,-0.5%,10.6%
COc1cccc(CNC(=O)CCC2CCCN(Cc3ccc4c(c3)CCO4)C2)c1 (stereo unspecified),4.8%,-3.1,-26.7,-9.7%,3.6,-5.5%,1.1%

# Ordered by count of non-hydrogen atoms (lowest first): some entries from above.
SMILES,Giardia FBPA inh,CHX counter,HCMV inh,AmpC inh no detg,Shiga toxin inh,AmpC inh detg,AMA1-RON2 inh
O=C(CN1CCCCCCC1)Nc1cc(Cl)cc(Cl)c1,-1.2%,-1.3,8.2,-31.7%,4.2,-17.7%,20.3%
CC(=NCc1ccco1)c1c(O)n(-c2ccccc2)c(=O)[nH]c1=O,·,-0.6,3.5,-18.8%,58.1,8.8%,15.4%
CC(=O)c1cccc(NC(=O)CSc2ccc(-c3ccccn3)nn2)c1,23.3%,7.5,9.9,-10.6%,16.8,-2.8%,?

# Compound activity from PubChem.
